Screening data as filed in PubChem.
14-3-3 PPI – 14-3-3 gamma protein interaction modulation | FP, 14-3-3gamma / TMR-pS259-Raf peptide binding | inhibition, % at 40 µM | 0.19% of 160,000 active | AID 422; in the data active means inhibition above about 30%;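 further: 0% = protein plus tracer without compound and 100% = blank with tracer alone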
Target sequence (P61981 whole entry, looked up): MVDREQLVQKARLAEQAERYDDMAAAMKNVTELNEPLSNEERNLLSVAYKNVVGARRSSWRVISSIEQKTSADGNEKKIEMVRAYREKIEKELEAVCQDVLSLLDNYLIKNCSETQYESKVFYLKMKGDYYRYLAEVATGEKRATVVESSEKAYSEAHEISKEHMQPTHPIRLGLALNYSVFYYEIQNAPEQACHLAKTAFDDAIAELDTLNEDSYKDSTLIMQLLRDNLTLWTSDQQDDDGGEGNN
* hit, by the source's call; & = joins results of further samples. These rows are one share of the data; rates above refer to the full screens.

SMILES | 14-3-3 PPI
COc1cc(NC(=O)CCS(=O)(=O)c2ccc(C)cc2)cc(OC)c1 | -13
O=C1c2ccccc2-c2onc3c(N4CCN(C(=O)c5ccco5)CC4)cc(Nc4ccc5c(c4)OCCO5)c1c23 | -264
CCC(=O)Nc1nc2cc(OC)ccc2s1 | 1
COC(=O)C1=C(C)NC(=O)N(C(C)=O)C1c1ccc(OC)c(OC)c1 (stereo not drawn) | 2
CSc1nnc2c(n1)-c1cccc3cccc-2c13 | -16
CC(=O)NC(CCS(C)(=O)=O)C(=O)Nc1cccc(C)c1C (stereo not drawn) | -1
COc1ccc2cc(C(=O)NCc3cccc(Cl)c3)c(=Nc3ccc(C(=O)O)cc3)oc2c1 | -7
Cc1ccccc1C(=O)Nc1ccc(-c2nc3ccccc3s2)c(O)c1 | 2
O=C(Nc1nc2cc3c(cc2s1)OCO3)C1=COCCO1 | -4
CC(=O)c1cccc(N=C2C(=O)Nc3ccccc32)c1 | -2
Cn1c(C(=O)N2CCCC(C(=O)NCCCc3ccccc3)C2)cc2sccc21 (stereo not drawn) | -2
O=C(c1cc([N+](=O)[O-])ccc1Cl)N1CCN(C23CC4CC(CC(C4)C2)C3)CC1 | 2
O=C(CSc1nc2c(c(=O)n1-c1ccc([N+](=O)[O-])cc1)SCC2)NCc1ccc(F)cc1 | -14
O=C(CSc1cn(Cc2cccc(F)c2)c2ccccc12)N1CCc2ccccc21 | -1
COc1ccccc1C(=O)Nc1ccc(C(=O)O)cc1 | -5
CCOC(=O)c1ccc(N(C(C)=O)c2nc(-c3cc4cccc(OCC)c4oc3=O)cs2)cc1 | -4
COc1ccc(CCNC(=O)CCn2c(=O)oc3ccccc32)cc1OC | 1
Cc1cccc(C)c1NC(=O)CS(=O)CC(=O)NC1CCCc2ccccc21 (stereo not drawn) | -7
CC1CC(C)CN(S(=O)(=O)c2ccc(C(=O)Nc3nc4c(s3)CCCC4)cc2)C1 (stereo not drawn) | 9
C(=N\n1cnnc1)/c1ccc2ncccc2c1 | 3

Part of the list above, with each value named:
> Cc1cccc(C)c1NC(=O)CS(=O)CC(=O)NC1CCCc2ccccc21 (stereo not drawn)
  14-3-3 PPI: -7
> CC1CC(C)CN(S(=O)(=O)c2ccc(C(=O)Nc3nc4c(s3)CCCC4)cc2)C1 (stereo not drawn)
  14-3-3 PPI: 9

(further entries)
SMILES | 14-3-3 PPI
CCOc1ccccc1NC(=O)c1cc(S(=O)(=O)N(C)Cc2ccccc2)ccc1F | -6
CCOc1ccc(-c2nnc(SCC(=O)Nc3nc(-c4ccccc4)cs3)o2)cc1 | -5
Cc1cc2nc(SCc3nc4ccccc4[nH]3)[nH]c2cc1C | -50
CCN1C=C(Cc2cccs2)C2=C(C1)C(c1cccs1)C(C#N)=C(N)O2 (stereo not drawn) | -37
COc1cc(C=Nc2cc([N+](=O)[O-])ccc2N)ccc1O | 7
CCOC(=O)c1c(NC(=O)c2cccc([N+](=O)[O-])c2)sc(C(=O)Nc2cccc(Cl)c2C)c1C | 4
CCOC(=O)c1c(NC(=O)c2ccc(OC)c(S(=O)(=O)N3CCOCC3)c2)sc(C)c1C | -19
Cc1ccc(CNC(=O)C(C)Sc2nc3nc(C)cc(C)n3n2)cc1 (stereo not drawn) | -4
COc1cc(NS(C)(=O)=O)c(OC)cc1Cl | 3
O=[N+]([O-])c1c(N2CCCCCC2)cc(Cl)c2nonc12 | -13
Cc1ccc(N2CCN(c3ccc(C)cc3)C(CC(=O)O)C2=O)cc1 (stereo not drawn) | 1
Fc1cc(F)c2nc(N3CCOCC3)sc2c1 | 0
CCC(=O)Nc1sc(C(=O)OC)c(C)c1C(=O)OC | -1
O=C(Nc1nccs1)c1cc2ccccc2oc1=Nc1cccc(C(F)(F)F)c1 | -2
Cc1nn(-c2ccccc2)c(C)c1CCC(=O)O | -12
COc1cc(C=Nc2c(C)n(C)n(-c3ccccc3)c2=O)cc(Br)c1O | -1
CCOC(=O)c1c(NC(=O)CSc2ccccc2)sc(C)c1C | -7
COc1ccccc1OCc1nc(-c2cccnc2)no1 | 1
COc1ccc(-c2nc(C#N)c(N3CCOCC3)o2)cc1OC | -4
CC(=O)N[C@H]1C[C@@H]1c1ccccc1 | -5
COc1ccc(NC(=O)c2cc3c(CO)cnc(C)c3oc2=Nc2ccc(OC(F)(F)F)cc2)c(OC)c1 | -2
Cc1c(C)c(C)c(CN2C(=O)C(=O)c3cc(Br)ccc32)c(C)c1C | -1
CCOC(=O)c1ccc(NC(=O)CCc2nc(-c3ccccc3Cl)no2)cc1 | -7
CCOC(=O)c1cc2c(=O)n3ccccc3nc2n(CC2CCCO2)c1=NC(=O)c1ccccc1C(F)(F)F (stereo not drawn) | -4
c1ccc(Cc2nnc(-c3ccccc3)o2)cc1 | -1
COCCNC(=O)c1c(-c2ccccc2Cl)noc1C | -8
COc1ccc(CN2CCN(Cc3ccc4c(c3)OCO4)CC2)c(OC)c1 | -5
CC(C)Oc1ccc(Cc2c(O)nc(NCCCN(C)C)[nH]c2=O)cc1 | -1
NS(=O)(=O)c1ccc(CNC(=O)c2ccc(F)cc2)cc1 | -7
CCOc1ccccc1C1C(C(=O)OC)=C(C)N(C)C(C)=C1C(=O)OC | -1
CCOC(=O)C1=C(O)CCN(C)C1 | 0
C=CCSc1nc2sc3c(c2c(=O)n1CC)CCc1ccccc1-3 | -14
Cc1cc(=O)[nH]c(SCc2nc3ccc([N+](=O)[O-])cc3[nH]2)n1 | -11
CC(=O)c1cccc(N(CC(=O)Nc2cccnc2)S(C)(=O)=O)c1 | 4
CC1(C)CC(=O)C=C(Nc2ccc(C34CC5CC(CC(O)(C5)C3)C4)cc2)C1 | -6
CCOC(=O)c1cc2c(n(-c3ccccc3)c1=O)CC(C)(C)CC2=O | -6
COc1ccc(OC)c2[nH]c(=O)c(CCNC(=O)c3cccc(Br)c3)cc12 | 4
Cc1ccc(C(=O)N(CN2CCCC2=O)c2ccccc2)cc1C | -3
CN1C(=O)C(O)(CC(=O)c2ccccc2[N+](=O)[O-])c2ccccc21 (stereo not drawn) | -3
CC(C)(CN=C1NS(=O)(=O)c2ccccc21)CNC(=O)CN1C(=O)c2ccccc2C1=O | -8
Cc1ccccc1-n1c(=O)cc(N2CCN(C(=O)c3ccco3)CC2)[nH]c1=O | 7
CC(C)c1ccc(Oc2ncnc(N)c2[N+](=O)[O-])cc1 | 0
CCOC(=O)C1CCN(CC(O)COc2ccc(C(C)=O)cc2)CC1 (stereo not drawn) | 1
O=C(O)C1Cc2c([nH]c3ccccc23)C(c2ccccc2O)N1 (stereo not drawn) | -14
CC1=CC(=O)N(c2ccccc2)C1=O | 1
Cc1ccc2c(c1)C(c1ccc(F)cc1)N(C(=O)c1ccccc1C)CC(=O)N2 (stereo not drawn) | 20
Cc1cccc2oc(-c3cc(N=Cc4ccccc4[N+](=O)[O-])ccc3O)nc12 | -32
Cc1c(N=c2scc(-c3ccccc3)n2-c2ccccc2)c(=O)n(-c2ccccc2)n1C | -5
CC(=O)OCc1cnc(C)c2oc(=Nc3ccc(OC(F)(F)F)cc3)c(C(=O)Nc3ccccc3F)cc12 | 2
CN1C(=O)c2ccccc2C(C(=O)Nc2ccc(Cl)cn2)C1c1cn(C)c2ccccc12 (stereo not drawn) | 3

Following part.
SMILES | 14-3-3 PPI
CCOC(=O)CN1C(=O)C(O)(c2c(C)[nH]c3ccccc23)c2ccccc21 (stereo not drawn) | 9
COCCOC(=O)C1=C(C)NC2=C(C(=O)C(C(=O)OC)C(C)C2)C1c1ccccc1C (stereo not drawn) | -7
COc1ccc(/C(N)=C/C(=O)C(C)(C)C)cc1 | -3
O=C(Nc1ccc(-c2nc3cc(Cl)ccc3o2)cc1)c1ccc(I)cc1 | -54
CCCNS(=O)(=O)c1ccc(F)c(C(=O)Nc2c(C)cc(C)cc2C)c1 | 7
O=C(CCCC(=O)N(CC(=O)NC1CCCC1)Cc1ccccc1Cl)Nc1ccccn1 | -6
CC(=O)NC(c1cccc(Cl)c1)c1cc(Cl)c2cccnc2c1O (stereo not drawn) | -9
CCC(C)NC(=O)CCC(=O)Nc1ccc2nc(N3CC(C)CC(C)C3)cc(C)c2c1 (stereo not drawn) | -3
Cc1cccc(C)c1Nc1c(-c2ccc(Cl)s2)nc2ncccn12 | -21
Cc1ccc(OCC(=O)Nc2ccc(I)cc2)cc1C | 1

Copied from the results shown for reference:
SMILES | 14-3-3 PPI
COc1ccc(/C(N)=C/C(=O)C(C)(C)C)cc1 | -3
O=C(Nc1ccc(-c2nc3cc(Cl)ccc3o2)cc1)c1ccc(I)cc1 | -54
CCCNS(=O)(=O)c1ccc(F)c(C(=O)Nc2c(C)cc(C)cc2C)c1 | 7
O=C(CCCC(=O)N(CC(=O)NC1CCCC1)Cc1ccccc1Cl)Nc1ccccn1 | -6
CC(=O)NC(c1cccc(Cl)c1)c1cc(Cl)c2cccnc2c1O (stereo not drawn) | -9
CCC(C)NC(=O)CCC(=O)Nc1ccc2nc(N3CC(C)CC(C)C3)cc(C)c2c1 (stereo not drawn) | -3

Further structures:
SMILES | 14-3-3 PPI
O=c1[nH]c2cc3c(cc2cc1CN(CC1CCCO1)S(=O)(=O)c1ccc(Cl)cc1)OCCO3 (stereo not drawn) | -4
C=CCn1c(SCC(=O)c2[nH]c(C)c(C(=O)OCC)c2C)nc2sc3c(c2c1=O)CCC3 | -12
CC(=O)Nc1cccc2c1C(=O)NC2=O | 1
CCOC(=O)N1CCC(N2CC34C=CC(O3)C(C(=O)O)C4C2=O)CC1 (stereo not drawn) | -5
Cn1c(=O)[nH]c(=O)c2c1nc(N1CCN(CCO)CC1)n2CCSc1nc2ccccc2s1 | 4
O=[N+]([O-])c1ccccc1Oc1nc(-c2ccccc2)c2cc(Cl)ccc2n1 | -2
CCC(C)(C)C1CCc2sc3ncnc(NCCN4CCOCC4)c3c2C1 (stereo not drawn) | -3
CCOC(=O)c1cnn(CCOC(=O)c2cccs2)c1NC(=O)c1cccs1 | -5
Cc1ccccc1OCCSc1nc2ccccc2[nH]1 | -5
C=CCSc1ncccc1C(=O)O | -3
CCCCN=C(C)c1c(O)c2ccccc2oc1=O | -18&-2
COc1ccc(CCNC(=O)C2c3ccccc3C(=O)N(C)C2c2cccs2)cc1OC (stereo not drawn) | 5
CCOc1ccccc1NS(=O)(=O)c1ccc2c(c1)CCN2C(C)=O | -3
CC1Cc2nc(SCC(=O)Nc3ccc4c(c3)OCO4)n(-c3ccc(F)cc3)c(=O)c2S1 (stereo not drawn) | 0
CC(=O)c1c(Nc2ccc(O)cc2)oc(C)cc1=O | 26
COc1ccc(Cn2c(NC(=O)c3ccco3)c(C#N)c(-c3ccccc3)c2-c2ccccc2)cc1 | -15
O=C(CN1C(C(=O)c2ccccc2)=C(N2CCCCC2)c2ccccc2S1(=O)=O)c1ccc([N+](=O)[O-])cc1 | -7
O=C(COc1ccc(C2CCCCC2)cc1)OCc1ccc([N+](=O)[O-])cc1 | -13
Cc1ccc(Nc2c(-c3ccc(Br)o3)nc3ccccn23)cc1 | -7
O=C(Nc1ccc2c(c1)OCCO2)c1ccncc1 | -16
COc1ccc(CCN2C(=O)CC(Sc3ncccc3C(=O)O)C2=O)cc1OC (stereo not drawn) | -6
O=C1c2ccccc2C(=O)N1CC1c2ccccc2CCN1S(=O)(=O)c1cnc[nH]1 (stereo not drawn) | -5&-2
Cc1nc(NC2=NCN(CCc3ccccc3)CN2)nc2c(C)cccc12 | 0
CCc1nn2c(N3CCOCC3)cc(C)nc2c1-c1ccc(F)cc1 | 0
O=C(CN1CCN(Cc2ccccc2Cl)C1=O)N1CCCCCC1 | -6&4
Nc1nc(-c2ccc(Cl)c([N+](=O)[O-])c2)nc2c1c(=O)oc1ccccc12 | -1
O=C(CCCCCn1c(=S)[nH]c2ccc(Br)cc2c1=O)NCC1CCCO1 (stereo not drawn) | -11
CC(C)C(C(=O)O)N1C(=O)c2ccccc2C1=O (stereo not drawn) | 4
COc1ccc(S(=O)(=O)Nc2ccc3oc4c(c3c2)CC(C)CC4)cc1 (stereo not drawn) | -12
Oc1ccccc1C(Nc1ccccn1)c1ccc2cccnc2c1O (stereo not drawn) | 12
CCCCCn1c(=O)[nH]c2cc(C(=O)N3CCN(c4ccc([N+](=O)[O-])cc4)CC3)ccc2c1=O | -5
N#Cc1cccc(C(c2nnnn2Cc2ccccc2)N2CCCC2)c1 (stereo not drawn) | -8
O=C(Nc1ccc([N+](=O)[O-])cc1)c1cc2c(=O)n3ccccc3nc2s1 | -13
COc1ccc(OC)c(N(CC(=O)N2CCCC2)S(=O)(=O)c2ccc(OC)c(OC)c2)c1 | -5
COc1ccc(OC)c(C2NC(=O)c3sc(=S)n(-c4ccccc4)c3N2)c1 (stereo not drawn) | -6&-6
COc1ccc(C2CC(c3ccc(Br)cc3)=NN2C(=O)CSc2nncn2C)cc1 (stereo not drawn) | -15
Cc1ccc(NC(=O)CCC(=O)O)cc1F | -4
O=C(Cc1ccccc1)Nc1cccc(-c2nc3ncccc3o2)c1 | -9
Nc1c(C(=O)c2ccc(F)cc2)sc2nc3c(c(-c4cccs4)c12)CCCC3 | -3
COc1ccccc1N1CSC2=C(C#N)C(c3ccc(SC)cc3)CC(=O)N2C1 (stereo not drawn) | 0
CC(=O)N(C1=C(N2CCCCC2)C(=O)c2ccccc2C1=O)c1cccc(I)c1 | -21
CCOC(=O)N1CCN(CC(O)COC(CC)c2ccccc2)CC1 (stereo not drawn) | -2
Cc1ccc(S(=O)(=O)Nc2cc(C(=O)NCCN3CCCC3)ccc2N2CCCCC2)cc1 | 0&-8
O=C(CSc1oc(-c2cccs2)nc1S(=O)(=O)c1ccc(F)cc1)NC1CCCCC1 | -130
O=c1/c(=C2/CCCN2)c2nc(-c3ccc(Cl)cc3)cn2n1-c1ccccc1 | 2
